Bioassay records as filed in PubChem.
MITF primary: inhibitors of human MITF. hit rate 0.91% among 650,000. O75030. AlphaScreen MITF homodimerization, bead proximity signal. inhibition, % at 2.6 µM; in the data active means inhibition above about 50%;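 further: 0% = vehicle wells with protein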
TEAD-YAP block: TEAD-YAP interaction inhibition; HEK-TIYL cells, TEAD-Gal4/YAP UAS-luciferase luminescence; inhibition, % at 9.12 µM; hit rate 1.4% among 640,000; AID 1259422; in the data active means inhibition above about 32%;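 further: 0% = median of test compound wells and 100% = reference inhibitor wells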
GPR151 activ: human GPR151 activation | AID 1508602 | hit rate 1% among 650,000 | activation, % at 11.2 µM | PathHunter beta-arrestin GPR151 cells, luminescence | Q8TDV0; in the data active means activation above about 4.9%;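 further: 0% = median of compound wells and 100% = cells with positive control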
Target sequence (Q8TDV0 whole entry, looked up): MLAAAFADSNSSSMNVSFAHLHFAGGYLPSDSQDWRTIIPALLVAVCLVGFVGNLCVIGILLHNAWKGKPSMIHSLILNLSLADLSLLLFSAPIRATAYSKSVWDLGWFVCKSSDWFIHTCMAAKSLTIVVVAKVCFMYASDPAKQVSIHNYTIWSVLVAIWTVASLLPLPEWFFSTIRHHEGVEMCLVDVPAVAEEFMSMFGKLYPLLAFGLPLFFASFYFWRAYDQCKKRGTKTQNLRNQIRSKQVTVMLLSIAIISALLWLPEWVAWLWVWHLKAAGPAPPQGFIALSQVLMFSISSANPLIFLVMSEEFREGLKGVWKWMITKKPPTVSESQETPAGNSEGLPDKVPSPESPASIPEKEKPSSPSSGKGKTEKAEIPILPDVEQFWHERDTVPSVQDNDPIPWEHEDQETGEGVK
FBW7 act: activators of human E3 ligase FBW7; AlphaScreen FBW7–phospho-cyclin E peptide binding, activator screen; normalized activity (activation), % at 26.1 µM; hit rate 0.13% among 650,000; in the data active means normalized activity above about 1.9%;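 further: purified mutant Fbw7 with reduced substrate affinity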
Target sequence (Q969H0 whole entry, looked up): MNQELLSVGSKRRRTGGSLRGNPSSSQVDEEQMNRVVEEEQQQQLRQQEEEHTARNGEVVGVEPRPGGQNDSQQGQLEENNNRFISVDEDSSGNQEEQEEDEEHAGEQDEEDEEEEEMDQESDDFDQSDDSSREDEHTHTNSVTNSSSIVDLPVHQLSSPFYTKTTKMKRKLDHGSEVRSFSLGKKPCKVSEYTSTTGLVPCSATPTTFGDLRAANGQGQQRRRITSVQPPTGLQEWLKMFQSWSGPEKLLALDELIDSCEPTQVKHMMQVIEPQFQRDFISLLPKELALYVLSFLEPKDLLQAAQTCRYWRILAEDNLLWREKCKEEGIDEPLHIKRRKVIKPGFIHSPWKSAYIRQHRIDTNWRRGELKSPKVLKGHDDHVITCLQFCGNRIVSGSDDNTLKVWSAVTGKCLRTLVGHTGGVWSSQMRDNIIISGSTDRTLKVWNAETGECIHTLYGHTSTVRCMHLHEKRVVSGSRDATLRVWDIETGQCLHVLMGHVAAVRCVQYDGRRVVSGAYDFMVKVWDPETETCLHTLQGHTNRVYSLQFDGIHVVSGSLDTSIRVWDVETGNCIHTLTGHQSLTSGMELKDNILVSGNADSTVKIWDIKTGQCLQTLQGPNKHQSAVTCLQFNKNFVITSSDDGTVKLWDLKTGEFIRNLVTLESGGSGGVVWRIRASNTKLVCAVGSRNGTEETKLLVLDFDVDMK
* = called active by the depositor; & = joins results of further samples.

SMILES	MITF primary	TEAD-YAP block	GPR151 activ	FBW7 act
CCOC(=O)c1c(NC(=O)CSc2nnc(CNC(=O)c3ccc(OC)cc3)n2-c2ccc(F)cc2)sc2c1CCC2	4	7	1.8	0.1
Cc1cccc(Nc2nc(Nc3cccc(C)c3)nc(Sc3nc4ccccc4o3)n2)c1	8	1	1.2	-0.1
COCCN1C(=O)CC(CC(=O)N2CCCC(C)C2)(c2ccccc2F)C1=O (configuration not stated)	5	5	-0.7	0.0
C=CCOc1ccc(/C(O)=C2\C(=O)C(=O)N(CCOC)C23C(=O)N(C)c2ccccc23)cc1 (configuration not stated)	19	-6	0.1	0.3
COc1ccc(N(C(C)C(=O)NC2CC3CCC2C3)S(C)(=O)=O)cc1 (configuration not stated)	5	-5	2.2	0.5
CCOC(=O)c1c(SCc2cccc(F)c2)nc(=O)[nH]c1C	23	9	0.4	0.0
COc1cccc(N2CCN(C(=O)c3cc4nc(-c5ccc6c(c5)OCO6)cc(C(F)(F)F)n4n3)CC2)c1	-2	5	0.1	0.5
O=[N+]([O-])c1ccc(S(=O)(=O)N2CCN(C(=S)NCc3ccccc3)CC2)cc1	-1	-6	0.8	-0.3
CCC(=O)Nc1nonc1-c1nc2ccccc2n1CC(C)C	-7	3	2.1	0.2
CNC(=O)c1ccc(-c2cccc(Cl)c2)nc1NCC1CC1	2	-12	-0.3	-0.1
CCC(=O)Nc1ccccc1O	10	-2	1.0	0.2
CCOC(=O)c1cnn(-c2ccccc2)c1NC(=O)c1ccccc1F	-8	0	0.4	0.1
CCOC(=O)C(CC)/C(C)=N\NC(=O)c1ccc([N+](=O)[O-])cc1 (configuration not stated)	13	0	-0.2	0.7
Cc1ccc(-n2c(SCC(=O)C(C)(C)C)nc3c(sc(=S)n3-c3cc(C)ccc3F)c2=O)cc1	9	10	-0.4	0.2
COc1ccc(CNC(=O)C23CC4CC(CC(Br)(C4)C2)C3)cc1	8	-1	1.0	-0.2
COc1ccccc1NC(=O)Cc1c(C(=O)O)[nH]c2ccc(Cl)cc12	1	-8	-0.4	0.0
COc1cccc(C=Nc2ccc(S(=O)(=O)Nc3ccccn3)cc2)c1OC	-24	-3	2.3	0.1
COCc1cc(C)nc(SCC(N)=O)c1	-6	5	1.2	0.0
Cc1ccc(NC(=O)c2ccn(C(=O)Nc3ccccc3)n2)c(C)c1	6	-14	1.6	0.1
COc1cc(OC)cc(C(=O)N[C@H](C(=O)OCC(=O)Nc2cccnc2Cl)C(C)C)c1	-66	-5	-0.2	0.0
CC1Cc2ccccc2N1CC(=O)Nc1ccc(S(N)(=O)=O)cc1 (configuration not stated)	3	-2	-1.1	0.3
O=c1[nH]c(-c2ccccc2)c(-c2ccccc2)o1	5	-6	-1.2	-0.1
S=C(c1cn(CCOc2ccccc2)c2ccccc12)N1CCOCC1	-1	-4	-1.1	-0.2
Nc1nonc1-c1noc(-c2ccc(F)cc2)n1	1	-32	-1.7	0.1
O=Cc1ccc(OCc2ccc(C(=O)O)cc2)cc1O	3	-19	-10	0.1
SMILES	MITF primary	TEAD-YAP block	GPR151 activ	FBW7 act
O=C(COc1ccc2ccccc2c1)Nc1ccc(Cl)cn1	2	10	0.4	-0.2
Nc1c(C(=O)N2CCCCCC2)sc2nc3cc4c(cc3cc12)OCCO4	1	0	0.7	-0.2
Cc1cccc(C)c1NC(=O)CC(NCCO)C(=O)O (configuration not stated)	-7	-6	2.1	-0.1
CC(=O)NCCC(=O)N1CCN(c2cccc(C)c2C)CC1	10	-6	-2.3	0.5
CCCCc1ccc(-c2nc(Nc3cc(Cl)ccc3OC)c3ccccc3n2)cc1	-10	9	-0.1	0.2
COc1ccc(CN2CCN(C)CC2)cc1OCc1ccccc1	8	-14	0.5	-0.1
N=c1n(Cc2ccccc2)c2ccccc2n1CC(O)c1cccs1 (configuration not stated)	-6	4	0.9	0.0
O=C(CSCc1ccccc1Cl)NCCSc1ccccn1	-12	-25	-0.1	0.3
CC1(C)CC(=O)C2=C(C1)NC(=O)CC2c1ccc(Cl)cc1Cl (configuration not stated)	5	5	-0.2	0.0
CS(=O)(=O)c1cnc2ncnn2c1C1CCN(C(=O)Cc2ccc(F)cc2)CC1	5	7	-0.9	-0.1
CCNC(=O)CN(C)S(=O)(=O)c1cc(Cl)ccc1Cl	-12	-8	1.9	0.0
C=CCn1c(NC(=O)c2ccccc2)nc2ccccc21	-8	-28	-0.4	-0.2
NCCNc1ccc([N+](=O)[O-])c(N2CCN(c3ccc([N+](=O)[O-])cc3)CC2)c1	11	7	1.2	-0.5
Nc1nnc(-c2ccccc2SCc2ccc(F)cc2)s1	7	-5	0.4	-0.1
C=CCn1c(NCCc2ccccc2)nc2c1c(=O)n(C)c(=O)n2C	-18	37*	0.9	-0.1
O=C(Cc1cccs1)Nn1c(Cc2cccs2)nc2ccccc2c1=O	2	5	2.0	0.0
CCOC(=O)C1=C(N)OC2=C(C(=O)CC(c3ccccc3)C2)C1c1ccc(C)cc1 (configuration not stated)	9	1	-2.0	-0.2
COc1cc2c(cc1OC)C(COc1ccccc1OC)N(C(=O)c1ccc(S(=O)(=O)N3CCOCC3)cc1)CC2 (configuration not stated)	6	9	-1.0	0.0
CCOc1cc(C2NC(=O)NC(C)=C2C(=O)Nc2ccc(C)c(C)c2)c(Cl)cc1O (configuration not stated)	0	-8	1.1	-0.2
COc1ccc(CCNC(=O)C(=O)NCc2ccc(OC)cc2)cc1	-2	6	1.6	0.0
NCC(=O)CCC(=O)O	15&-8	2	0.9&-2.5	0.3&0.3
Cc1cc(=O)n2[nH]c(-c3cccs3)cc2n1	-13	-9	1.4	-0.3
CCCC1(CCC)NC(=O)N(CC(=O)Nc2cccc(I)c2)C1=O	-6	-3	-1.1	-0.1
CS(=O)(=O)N1CCN(c2nc3c(c(=O)[nH]2)CCCC3)CC1	-19	-7	-0.2	0.4
CCOc1ccc(NS(=O)(=O)c2ccc3c(c2)CCN3C(=O)CC)cc1	4	-6	-0.8	-0.1
SMILES	MITF primary	TEAD-YAP block	GPR151 activ	FBW7 act
Cc1cc(NCCOc2ccccc2)nc(Nc2ccccn2)n1	2	-6	0.1	-0.1
CCN(CC)c1nc(NCc2ccccc2)nc(NCc2ccc3c(c2)OCO3)n1	3	-5	0.8	-0.1
CCCCN(C)c1ccc(C(=O)OC)cc1NC(=S)Nc1ccc(C)cc1	9	-25	-1.6	0.4
COc1cc(Nc2nc(NCc3nc4ccccc4[nH]3)c3ncn(C4CCCCC4)c3n2)cc(OC)c1OC	3	-11	0.1	0.0
COc1cccc(N2CCn3c2nc2c3c(=O)n(Cc3ccccc3)c(=O)n2C)c1	-3	3	1.8	-0.2
CCCc1cc(NCCOC)n2c(nc3ccccc32)c1C#N	-1	4	-2.0	0.1
O=C1CCCc2cn1c1ccccc21	2	3	2.4	0.1
CC1CCCN(S(=O)(=O)c2ccccc2[N+](=O)[O-])C1 (configuration not stated)	-4	0	0.5	0.1
CCC(C)(C)c1ccc(OCCCCN2C(=O)c3ccccc3C2=O)c(C(C)(C)CC)c1	7	-2	0.1	0.4
COc1cc(CC2(CCC(=O)NCc3cccc(Cl)c3)CCC(=O)N2)ccc1F (configuration not stated)	4	-7	2.1	-0.1
O=C(NCc1nnc2n1CCN(Cc1c(F)cccc1Cl)CC2)C1CCOC1 (configuration not stated)	-5	2	-0.5	0.0
CCc1cccc(CC)c1NC(=O)CN(c1ccc2c(c1)OCO2)S(C)(=O)=O	-1	-11	-2.0	-0.2
NC(=O)c1ccccc1NC(=O)CCSCCC(=O)Nc1ccccc1C(N)=O	4	11	0.7	0.0
COc1ccc(C(=O)C2CCCN(C(=O)c3cccc(Cn4cccn4)c3)C2)cc1F (configuration not stated)	5	9	0.5	-0.1
COc1cccc(OCCOc2ccc3c(C)cc(=O)oc3c2)c1	-10	8	-0.1	0.0
C[C@@H](O)[C@H]1C(=O)N2C(C(=O)O)=C(S[C@H]3CC[C@@H](C(=O)N(C)C)N3)[C@H](C)[C@H]12	22	-2	-0.6	0.1
COc1ccccc1Nc1nc(N2CCCCC2)ncc1F	8	-5	-0.3	0.0
CC1=C(C(=O)OCC2CCCO2)C(c2ccc(Cl)cc2Cl)C2=C(CC(C)(C)CC2=O)N1 (configuration not stated)	11	5	-1.4	-0.1
Cc1nc(SCC(=O)Nc2ccccc2C)c2c(=O)n(C)c(=O)n(C)c2n1	7	7	-1.5	0.5
CCCCN(C(=O)NC(=O)Nc1ccccc1OCC)S(C)(=O)=O	-8	-8	0.4	0.0
CCOC1(C(F)(F)F)NC(=O)N(c2cccc(C(F)(F)F)c2)C1=O (configuration not stated)	16	10	-0.7	-0.1
O=S(=O)(c1cccs1)N1CCCCC1	-7	5	-1.2	-0.1
FC(F)(F)c1cccc(CNc2ncnc3nc(Nc4ccccc4)[nH]c23)c1	13	-1	2.6	-0.1
COc1ccc(NC(=O)c2ccccc2O)cc1Cl	2	-55	-2.4	0.2
Cc1ccc(OCC(O)CN2CCCCC2C)c(C)c1 (configuration not stated)	9	-6	-0.7	0.1

Complete entries, quoted from the list. Order of values: MITF primary | TEAD-YAP block | GPR151 activ | FBW7 act
COc1ccc(C(=O)C2CCCN(C(=O)c3cccc(Cn4cccn4)c3)C2)cc1F (configuration not stated) as listed: 5 | 9 | 0.5 | -0.1
Cc1cccc(Nc2nc(Nc3cccc(C)c3)nc(Sc3nc4ccccc4o3)n2)c1 as listed: 8 | 1 | 1.2 | -0.1
O=Cc1ccc(OCc2ccc(C(=O)O)cc2)cc1O as listed: 3 | -19 | -10 | 0.1
CCNC(=O)CN(C)S(=O)(=O)c1cc(Cl)ccc1Cl as listed: -12 | -8 | 1.9 | 0.0
CCOc1ccc(NS(=O)(=O)c2ccc3c(c2)CCN3C(=O)CC)cc1 as listed: 4 | -6 | -0.8 | -0.1

Continued.
SMILES	MITF primary	TEAD-YAP block	GPR151 activ	FBW7 act
CC(C)N(CCNc1cc(Cl)nc(N)n1)C(C)C	-8	-10	-0.6	0.1
CC(=O)Nc1ccc(S(=O)(=O)Nc2ccc(Cl)c(C(F)(F)F)c2)cc1	15	-2	0.5	0.2
CCC(Oc1ccccc1)C(=O)Nc1nc2ccccc2[nH]1 (configuration not stated)	2	-9	0.2	0.1
COCCC1CCCCN1C(=O)CC1(c2ccccc2Cl)CC(=O)N(C)C1=O (configuration not stated)	-8	6	-0.1	-0.1
CCOC(=O)C1=C(C)N=c2s/c(=C\c3ccc(OCc4ccc([N+](=O)[O-])cc4)cc3)c(=O)n2C1c1ccc2c(c1)OCO2 (configuration not stated)	-9	-8	0.3	-0.2
Cc1ccc(NC(=O)C(=O)NCCN2CCN(C(=O)C(c3ccccc3)c3ccccc3)CC2)cc1	14	1	0.0	0.0
Cc1ccccc1C(=O)Nc1cccc(NC(=O)c2cccc(I)c2)c1	-2	-9	2.6	-0.1
N#C/C(=C(/O)COc1ccccc1)c1nc2ccccc2[nH]1	15	1	-0.9	-0.1
COc1ccccc1OCC(=O)Nc1ccc(C)c(F)c1	-5	-32	-0.6	0.2
COC(=O)CN(c1cc(C(F)(F)F)ccc1Cl)S(=O)(=O)c1ccccc1	7	-10	3.7	0.0
COc1cc2nc(N3CCc4ccccc4C3)nc(Nc3ccc(N4CCOCC4)cc3)c2cc1OC	3	8	2.1	-0.3
Cc1ccc(C(=O)NCCc2sc(-c3cccc(F)c3)nc2C)cc1	15	5	-0.3	1.5
C=CCSc1ncccc1C(=O)N1CCC2(CC1)OCCO2	-8	-7	-0.3	-0.3
CCC1CCCCN1C(=O)Cn1c2ccccc2c(=O)c2ccccc21 (configuration not stated)	-1	6	0.4	0.0
Cc1ccccc1OCc1nc(-c2cccs2)no1	-13	-69	0.3	0.6
CNC(=O)CN1CCN(Cc2ccc(F)cc2Cl)C1=O	-8	10	1.4	0.0
NS(=O)(=O)c1ccc(CCNC(=S)NCc2ccco2)cc1	17	5	3.6	0.1
S=c1[nH]nc(-c2ccccc2)n1-c1ccccc1	7	8	0.4	-0.1
Cc1nn(C)c(C)c1CCC(=O)NCCc1ccc(Cl)cc1	12	8	0.9	1.0
N#Cc1ccccc1OCC(=O)NNC(=O)CCC1CCCC1	2	8	0.0	0.4
O=C(Nc1cccc(C(F)(F)F)c1)c1ccc(C(=O)c2ccccc2)o1	-4	-14	-0.4	0.3
O=C(CSc1nc2ccccc2c(=O)[nH]1)Nc1ccc(C(=O)O)cc1	14	5	0.6	1.0
O=S(=O)(Nc1ccc(O)c2ccccc12)c1ccc(Cl)cc1	6	2	-1.3	-0.4
COc1ccnc(N2CCC(Oc3ccc(-c4ccsc4)cc3)CC2)n1	7	5	-0.1	0.7
C=CCn1c(SCC(=O)Nc2ccc(OCC)cc2)nc2cc(C(=O)NCC3CCCO3)ccc2c1=O (configuration not stated)	-7	2	0.3	0.0
O=C(NCc1ccco1)C(=O)NC1CCCC1	1	-33	1.0	-0.1
Cc1ccc(Nc2ccc(Nc3ccc(C)cc3)cc2)cc1	25	-14	0.6	0.1

As entered above.
Entry of `O=C(CSc1nc2ccccc2c(=O)[nH]1)Nc1ccc(C(=O)O)cc1` in MITF primary: 14
Entry of `Cc1ccc(NC(=O)C(=O)NCCN2CCN(C(=O)C(c3ccccc3)c3ccccc3)CC2)cc1` in TEAD-YAP block: 1

An excerpt from above, reduced to MITF primary and FBW7 act.
| smiles | MITF primary | FBW7 act |
| --- | --- | --- |
| COC(=O)CN(c1cc(C(F)(F)F)ccc1Cl)S(=O)(=O)c1ccccc1 | 7 | 0.0 |
| COc1cc2nc(N3CCc4ccccc4C3)nc(Nc3ccc(N4CCOCC4)cc3)c2cc1OC | 3 | -0.3 |
| Cc1ccc(C(=O)NCCc2sc(-c3cccc(F)c3)nc2C)cc1 | 15 | 1.5 |
| C=CCSc1ncccc1C(=O)N1CCC2(CC1)OCCO2 | -8 | -0.3 |
| CCC1CCCCN1C(=O)Cn1c2ccccc2c(=O)c2ccccc21 (configuration not stated) | -1 | 0.0 |
